KAT2A inh: inhibitors of human GCN5L2 histone acetyltransferase | Q92830 | GCN5L2 HAT assay, ThioGlo1 CoA-SH fluorescence | Potency, µM (highest dose often 58.9 µM), inactives show at the highest dose activity change, negative = inhibition, usual class: inhibitors | actives 0.21% (n = 390,000) | AID 504327
Target sequence (Q92830 whole entry, looked up): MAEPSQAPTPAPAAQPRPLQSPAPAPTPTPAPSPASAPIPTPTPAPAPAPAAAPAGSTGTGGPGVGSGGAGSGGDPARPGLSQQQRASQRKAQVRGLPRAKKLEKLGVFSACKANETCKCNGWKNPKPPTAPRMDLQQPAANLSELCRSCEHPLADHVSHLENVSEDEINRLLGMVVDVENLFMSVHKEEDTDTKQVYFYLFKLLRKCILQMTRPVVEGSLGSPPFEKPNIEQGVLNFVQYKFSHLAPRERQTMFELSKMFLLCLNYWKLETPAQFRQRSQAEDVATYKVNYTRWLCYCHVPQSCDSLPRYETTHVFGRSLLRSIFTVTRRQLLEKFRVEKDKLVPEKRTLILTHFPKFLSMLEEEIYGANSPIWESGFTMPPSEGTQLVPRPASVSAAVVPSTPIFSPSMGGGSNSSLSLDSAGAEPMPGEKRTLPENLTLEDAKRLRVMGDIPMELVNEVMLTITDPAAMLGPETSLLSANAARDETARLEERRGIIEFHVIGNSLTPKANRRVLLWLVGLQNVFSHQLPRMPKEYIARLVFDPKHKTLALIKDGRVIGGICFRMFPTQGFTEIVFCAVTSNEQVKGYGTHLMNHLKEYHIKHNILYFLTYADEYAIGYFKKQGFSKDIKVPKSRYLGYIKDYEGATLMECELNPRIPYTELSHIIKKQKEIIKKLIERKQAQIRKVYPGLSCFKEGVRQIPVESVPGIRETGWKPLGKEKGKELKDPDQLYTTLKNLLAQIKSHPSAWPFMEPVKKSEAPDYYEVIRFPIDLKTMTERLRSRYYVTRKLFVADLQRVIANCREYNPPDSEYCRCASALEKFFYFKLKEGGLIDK
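Free CoA generated was detected with ThioGlo1 (50uM) fluorescence at Ex340nm/Em540nm, read immediately and after 20 min at room temperature. Enzyme, 20 nM in HEPES pH 7.5 buffer, saw compounds 15 min before adding 75uM H3(1-25) peptide and 70uM acetyl-CoA.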
FEN1 inhibitor: inhibitors of human flap endonuclease 1. P39748. Recombinant FEN1 flap cleavage, fluorescence, 15 min. Potency, µM (doses to about 114 µM), without a hit: at the top dose activity change, negative = inhibition, actives largely listed as inhibitors. actives 0.35% (n = 390,000). AID 588795; further: nearly all actives have a fitted effect of over 65% in size
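Reaction started by adding substrate (50 nM final) to 10 nM enzyme after 15 min room-temperature compound preincubation. Reads at 0 and 15 min, with data normalized and fitted to a four-parameter Hill equation.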
N370S GC: inhibitors or activators of N370S glucocerebrosidase for Gaucher disease | P04062 | N370S GC spleen homogenate, 4MU-glucoside fluorescence | Potency, µM (top dose mostly 59.4 µM), for the others: top-dose activity change, negative = inhibition, usual class: inhibitors | actives 0.092% (n = 330,000);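 further: 0% = full enzyme activity and -100% = no enzyme basal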
Numbers without * were called inactive; u = inconclusive; x = not tested or not shown; & = joins results of further samples; [ ] = remark or other dose. The call rests on the fitted dose curve; in most records, active means well fitted curve in the direction sought with a large enough effect; inconclusive means small, poorly fitted or top-dose-only effect, or another doubt; inactive means no such curve, though single readings can be large; an effect the other way counts as inactive or inconclusive. Unless noted, on the % scale 0 is the no-effect control and ±100 the full control effect; potency means the concentration at half of the fitted maximal effect.

Below each SMILES – KAT2A inh | FEN1 inhibitor | N370S GC
C=CCN(c1ccccc1)S(=O)(=O)c1cccc(C(=O)N2CCCC2)c1
  -1% | -2% | 1%
CNC(=O)C1CC(=O)N(CCCc2ccccc2)C(=Nc2ccccc2)S1 (stereo not given)
  -6%[0.501 µM] | -2% | 2%
C=CCC(NCc1ccco1)c1ccc(OC)c(OC)c1 (stereo not given)
  0% | -8% | 1%
O=C(c1ccccc1-c1nc2ccccc2[nH]1)N1CCCCC1
  1% | 14% | u
CC(=O)Cc1nsc(NC(=O)c2ccc(-c3cccc(Cl)c3)o2)n1
  -28% | 2% | -16%
CC(=O)c1ccc(Oc2nc(-c3cccnc3)nc3ccccc23)cc1
  -2% | 4% | -20%
Cc1cccc(OCc2nc(C)cc(=O)[nH]2)c1
  -5% | 0% | 2%
CCN(C(=O)COC(=O)c1cc(C)oc1C)c1c(N)n(Cc2ccccc2)c(=O)[nH]c1=O
  1% | -6% | x
COc1ccc(-c2cc(C(=O)NCCc3ccc(OC)c(OC)c3)c3ccccc3n2)cc1
  -5% | -11% | x
CC(C)CN1CC2(CCN(S(=O)(=O)c3ccccc3)CC2)C1
  0% | x | 7%
Cc1ccc(C(=O)Nc2nccc(-c3cccs3)n2)cc1
  -5% | 6% | 6%
COc1ccc(C[C@H]2CN3C(=NC[C@@H]3Cc3ccc(O)cc3)N2C[C@H](C)NC(=O)c2ccc(C)c(Br)c2)cc1
  5% | -7% | -20%
CC1CCN(C(C(=O)Nc2ccc(C(C)C)cc2)c2ccc3c(c2)OCO3)CC1 (stereo not given)
  -14% | -19% | -3%
COc1ccc(C(CNC(=O)c2[nH]c(C)c(C(C)=O)c2C)N2CCOCC2)cc1 (stereo not given)
  0% | 14% | x
COc1ccc(CNC(=O)CCC(=O)N2CCSc3ccccc32)cc1
  4% | -2% | x
CCOC(=O)c1ccc(N2C(=O)c3[nH]nc(-c4ccc(OCC)cc4)c3C2c2ccc(OC)cc2OC)cc1 (stereo not given)
  -2% | -1% | x
COc1ccc2[nH]c3c(c2c1)CCNC3C1CC=C(C)CC1 (stereo not given)
  -1% | -3% | 3%
CCCCn1c(N)c(N(CCC(C)C)C(=O)CN2C(=O)C3CCCCC3C2=O)c(=O)[nH]c1=O (stereo not given)
  -2% | -5% | -15%
Cc1ccc(-n2c(C)cc(/C=N/Nc3ccc([N+](=O)[O-])cn3)c2C)cc1
  -4% | 12% | 2%
CC(=O)C1=C(O)C(=O)N(c2ccc(O)cc2)C1c1cccc(F)c1 (stereo not given)
  1% | -9% | 0%

Ordered by the number under KAT2A inh (ascending): some entries from above
smiles | KAT2A inh | N370S GC
CC1CCN(C(C(=O)Nc2ccc(C(C)C)cc2)c2ccc3c(c2)OCO3)CC1 (stereo not given) | -14% | -3%
Cc1ccc(C(=O)Nc2nccc(-c3cccs3)n2)cc1 | -5% | 6%
C=CCC(NCc1ccco1)c1ccc(OC)c(OC)c1 (stereo not given) | 0% | 1%
O=C(c1ccccc1-c1nc2ccccc2[nH]1)N1CCCCC1 | 1% | u
COc1ccc(C[C@H]2CN3C(=NC[C@@H]3Cc3ccc(O)cc3)N2C[C@H](C)NC(=O)c2ccc(C)c(Br)c2)cc1 | 5% | -20%

Continued:
Below each SMILES – KAT2A inh | FEN1 inhibitor | N370S GC
CN1CCN(C(=O)c2ccc(C3SCC(=O)N3Cc3ccco3)cc2)CC1 (stereo not given)
  4% | 13% | 4%
CCOCCOC(=O)c1ccc(NC(=O)/C=C/c2ccc(OC)c(OC)c2)cc1
  u | -12% | x
CS(=O)(=O)Nc1ccc(C2=NN(S(C)(=O)=O)C(c3ccccc3)C2)cc1 (stereo not given)
  -3% | -5% | u
O=C(COc1ccccc1)NCCc1cn2ccsc2n1
  -18% | -8% | 2%
COC(=O)c1cn(Cc2ccccn2)c(=O)c2ccccc12
  -4% | -4% | 5%
CCN1C(=O)N/C(=C/c2ccc(Sc3ccc(C)cc3)o2)C1=O
  -4% | 2% | -15%
Cc1ccnc(NC(=O)CSc2nnc3c(n2)[nH]c2ccccc23)c1
  2% | x | 8%
COCc1cc(C)nc(OCC(=O)N/N=C/c2cccc(OC)c2)c1C#N
  -9% | -2% | -14%
Cn1c(=O)c2c(nc(N3CCCCCC3)n2CC(O)COc2ccccc2)n(C)c1=O (stereo not given)
  -6% | 3% | 6%
COc1cc(C(=S)N2CCN(C)CC2)ccc1OCC(=O)NCc1ccccc1
  1% | 9% | -5%
COc1ccc2c(c1)C1C=CCC1C(c1cc3c(cc1Br)OCO3)N2 (stereo not given)
  -3% | -12% | -7%
Cc1ccsc1CNc1ncnc2ccc(-c3c(C)noc3C)cc12
  1% | u | -3%
Cc1ccnc(NC(=O)C2CCCN(S(=O)(=O)c3ccc4[nH]c(=O)ccc4c3)C2)c1 (stereo not given)
  -5% | -12% | -17%
O=C(NCc1ccc2c(c1)OCO2)c1nc(S(=O)(=O)Cc2ccccc2)ncc1Cl
  -10% | -11% | -7%
Cc1[nH]ccc(=O)c1OCc1c(Cl)cccc1Cl
  -18% | 8% | 1%
Cc1ccc(-c2cc3nc(-c4ccccc4)cc(N)n3n2)cc1
  -3% | -3% | 21%
CCc1ccc(C2CC(c3ccc(C)cc3)Nc3nc(N)nn32)cc1 (stereo not given)
  -3% | -16% | 0%
Cc1cc(-c2ccccc2)nc(N/N=C/c2ccco2)n1
  -4% | -6% | -1%
CCOC(=O)c1c(C)c(C(=O)NCCN2CCOCC2)c(C)n1CC
  1% | 9% | -4%
CC(C)C(NC(=O)OCc1ccccc1)C(=O)NC1CCCCC1 (stereo not given)
  -2% | -5% | 5%

Remaining list, next part
Structure	KAT2A inh	FEN1 inhibitor	N370S GC
COc1cccc(-c2noc(-c3cc(C(C)C)[nH]n3)n2)c1OC	u	19%	x
O=C(Cc1cccc(C(F)(F)F)c1)N1CCCC1	8%	1%	1%
CC(C)(C)c1ccc(C(=O)N/C(=C/c2cccs2)C(=O)NCc2ccco2)cc1	18%	-16%	4%
C=CCN1C=CC(=CC=C(C#N)C#N)C=C1	0%	0%	-23%
COc1cccc(CNC(=O)c2cc(S(=O)(=O)N3CCCC3)cn2C)c1	-11%	0%	-8%
O=C(c1ccc(Br)cc1)N1CCN(Cc2ccccc2)CC1	-9%	-4%	-1%
CC(=O)Nc1ccccc1-c1nc2ccccc2nc1OCC(=O)c1ccc(Cl)cc1	28%	0%	4%
COc1ccc(-c2cc(C(=O)Nc3c(Cl)cccc3Cl)no2)cc1OC	-6%	3%	x
NS(=O)(=O)c1ccc(NC(=O)COC(=O)CCCN2C(=O)c3cccc4cccc(c34)C2=O)cc1	-2%	2%	x
CCOC(=O)N1CCN(Cc2cc(=O)oc3cc4c(cc23)CCC4)CC1	-4%	-10%	1%
COCCN(CC(=O)NC1CCCCC1)C(=O)CCCC(=O)Nc1ccccn1	-4%	10%	-5%
CC(NC(=O)C(=O)N1CCOCC1)C(c1cccs1)N1CCN(c2ccccc2)CC1 (stereo not given)	1%	-13%	-4%
O=C(O)C1CCN(S(=O)(=O)c2cccs2)CC1	-4%	-5%	-5%
CN(C(=O)c1ccc(NC(=O)Cc2cccc(NC(=O)C3CCCN(C(=O)CCc4ccccc4)C3)c2)cc1)C1CCCC1 (stereo not given)	-9%	15%	x
COc1ccc(OC)c(-c2cc(C(=O)N3CCN(c4ncccn4)CC3)c3ccccc3n2)c1	-23%	-2%	10%
O=C(c1ccc(Br)s1)N1CCN(S(=O)(=O)c2ccccc2)CC1	u	-3%	-4%
COc1ccc(CN(C(C)=O)c2ccccc2C(=O)O)cc1	0%	3%	-4%
COc1cc(C2c3c(oc4ccc(Cl)cc4c3=O)C(=O)N2Cc2ccco2)cc(OC)c1OC (stereo not given)	-4%	x	4%
CCc1ccc(N2CCN(C(=O)c3ccc4c(c3)OCO4)CC2)cc1	u	-6%	-7%
COc1ccc(CNC(=O)C2CCCN(C(=O)c3cnn(-c4ccc(F)cc4)c3-n3cccc3)C2)cc1 (stereo not given)	10%	-1%	x
O=C(CSC1=NCCS1)Nc1ccc(S(=O)(=O)N2CCCCCC2)cc1	-8%	-17%	9%
CCOc1ccc(S(=O)(=O)N2CCCC(C(=O)NCc3ccco3)C2)cc1 (stereo not given)	1%	-13%	-18%
COc1ccccc1CNC(=O)CNCC1CCCO1 (stereo not given)	-4%	-6%	u
O=C(CCc1nnc(C2CCCCC2)o1)NCc1ccc(F)c(F)c1	-9%	21%	7%
CCOc1ccccc1C(=O)NCc1nc2cccnc2n1Cc1ccc(C)cc1	2%	14%	x
COc1ccc(C2NC(=O)N(C)C3=C2C(=O)N(c2cccc(C(=O)O)c2)C3)cc1 (stereo not given)	1%	5%	x
COc1ccc(NC(=O)CN2CCN(S(=O)(=O)c3ccc(Cl)cc3)CC2)cc1	3%	-2%	2%
CCO[C@@H]1OC(C(=O)NC2CC2)=C[C@H](c2ccccc2)[C@H]1CCCO	2%	4%	-5%
C=CCc1c(C)nc(SCc2nc3ccccc3c(=O)[nH]2)[nH]c1=O	-6%	0%	19%
O=C(O)c1ccc(Cl)c(S(=O)(=O)N(Cc2ccccc2)c2ccccc2)c1	2%	3%	-9%

Just FEN1 inhibitor and N370S GC, for two of the compounds above:
molecule | FEN1 inhibitor | N370S GC
CN1CCN(C(=O)c2ccc(C3SCC(=O)N3Cc3ccco3)cc2)CC1 (stereo not given) | 13% | 4%
Cn1c(=O)c2c(nc(N3CCCCCC3)n2CC(O)COc2ccccc2)n(C)c1=O (stereo not given) | 3% | 6%

One compound at a time (already shown):
O=C(CSC1=NCCS1)Nc1ccc(S(=O)(=O)N2CCCCCC2)cc1 as listed: KAT2A inh = -8%; FEN1 inhibitor = -17%; N370S GC = 9%
O=C(c1ccc(Br)s1)N1CCN(S(=O)(=O)c2ccccc2)CC1 as listed: KAT2A inh = u; FEN1 inhibitor = -3%; N370S GC = -4%

New compounds follow.
Structure	KAT2A inh	FEN1 inhibitor	N370S GC
COc1ccc(NC(=O)c2cccc(NC(=O)c3ccco3)c2)c(OC)c1	-17%	-9%	3%
Cc1ccc(CN(C(=O)COc2ccc(Cl)cc2)c2ccccn2)o1	-15%	-3%	x
CC(C)CC(c1nnnn1C(C)C)N1CCN(c2ccccc2)CC1 (stereo not given)	14%	2%	2%
Cc1nc2ccccn2c1C(=O)N/N=C/c1cc(C)n(-c2ccc(Br)cc2)c1C	-7%	-13%	-16%
O=C(C1CCN(S(=O)(=O)N2CCOCC2)CC1)N1CCN(Cc2ccccc2)CC1	-23%	-5%	4%
COc1ccc([N+](=O)[O-])c(OC)c1C(=O)NC(=O)Nc1nc(C)cc(C)n1	-14%	17%	5%
COc1ccc(Cc2nc3ccc(C(=O)NC4CCOC4)cc3o2)cc1 (stereo not given)	0%	-5%	4%
CN(C)CCNc1ncnc2c1sc1nc(N3CCCC3)c3c(c12)CC(C)(C)OC3	-1%	u	-10%
O=C(COC(=O)CCc1ccccc1)Nc1ncc(Cl)cc1Cl	0%	-5%	13%
Nc1c2c(nc3ccccc13)CCC2	1%	1%	1%
CCOc1ccc(C(=O)NCC(=O)OCCN2C(=O)c3ccccc3C2=O)cc1OCC	-6%	1%	x
CCc1c(C)sc(NC(=O)Cc2ccccc2C)c1C(=O)N1CCOCC1	-2%	6%	3%
COCCN(C(=O)COC(=O)c1ccc2c(c1)OCCO2)c1c(N)n(Cc2ccccc2)c(=O)[nH]c1=O	-2%	-1%	-4%
CCCCN(C)C(=O)C(Cc1ccccc1)NS(=O)(=O)c1ccc2c(c1)c(=O)n(C)c(=O)n2C (stereo not given)	-1%&-5%	12%&-1%	-6%
Cc1sc2ncn(CC(=O)NCCCC(=O)N3CCN(c4ccccn4)CC3)c(=O)c2c1C	-5%	3%	-28%
CCC(C)(C)NC(=O)C(c1ccc(OC)cc1)N(C(=O)CCC(=O)Nc1cc(C)on1)C1CC1 (stereo not given)	-4%	-15%	0%
CCOC(=O)c1nnsc1NC(C)=O	-27%	7%	-3%
COc1ccc(NC(=O)c2sc3nc(C)nc(N4CCOCC4)c3c2C)c(OC)c1	-3%	0%	10%
CCOC(=O)CC(=O)CSc1ncnc2c1oc1ccccc12	-7%	-12%	10%
CC(C)(C)OC(=O)N[C@@H](COCc1ccccc1)C(=O)N[C@@H](CO)[C@H](O)[C@@H]1C[C@@H]1C(=O)NC1CC1	-4%	14%	-13%
CC(Nc1ccccc1CO)C(=O)Nc1cccc(Cl)c1Cl (stereo not given)	-16%	-8%	1%
CC(=O)Nc1cccc(-c2nnc3n2CC(C)S3)c1 (stereo not given)	0%	1%	-9%
O=C(CC(c1ccccc1)c1ccccc1)Nc1ncn[nH]1	-2%	-1%	2%
OC(c1cccc(OCc2ccccc2)c1)c1nnc(-c2ccccc2)o1 (stereo not given)	-8%	6%	7%
CCn1cc(C(=O)N2CCCC2)c(=O)c2cc(S(=O)(=O)N3CCOCC3)ccc21	0%	8%	3%

From PubChem BioAssay

An excerpt, so the mix of outcomes need not match the whole.
